RNase H inhibition = RNase H inhibition, HIV 1 Gag Pol polyprotein, FRET biochemical assay, screening (AID 372). HIV-1 RT RNase H, FRET RNA/DNA substrate fluorescence; higher % means a stronger effect. inhibition, % at 10 µM; hits with a dose series show IC50 in µM. actives 0.77% (n = 100,000); in the data active = inhibition above about 50%
* marks the source's active call; other numbers are inactive results; & = joins results of further samples. Some of the compounds tested (hit frequency here may not be typical).

canonical_smiles | RNase H inhibition
CC(=O)c1c(C)oc2c1cc(OC(=O)c1ccco1)c1ccccc12 | 15%
CCn1c2ccccc2c2nnc(SCC(=O)Nc3nc4ccccc4s3)nc21 | 0%
COc1ccc(S(=O)(=O)N2CCN(C(=O)c3cccnc3)CC2)cc1 | 0%
Oc1ccccc1/C=N/c1nc2ccccc2s1 | 1%
CCC(=O)N1N=C2c3ccc(OC)cc3CCC2C1c1ccc(N(C)C)cc1 (stereo not given) | 27%
Cc1cc(O)cc(O)c1/C=N\NC(=O)C1COc2cc3ccccc3cc2O1 (stereo not given) | 16%
CCCCN1C(=O)C2Cc3c([nH]c4ccccc34)C(c3ccc(Cl)c(Cl)c3)N2C1=O (stereo not given) | 6%
COc1ccc(OCC(=O)N2CCN(c3ccccn3)CC2)cc1 | 9%
CC(=O)c1sc(N)c(C(=O)OC(C)C)c1C | 0%
N#C/C(=C\c1cc2c(cc1[N+](=O)[O-])OCO2)C(=O)Nc1ccc(Cl)cc1 | 10%
CC(C)COC(=O)COc1ccc2c(=O)c(Oc3ccccc3Br)coc2c1 | 6%
CC(=O)Oc1ccccc1-c1nc2s/c(=C/c3ccco3)c(=O)n2n1 | 0%
O=C(COc1ccccc1Cl)Nc1ccc2c(c1)OCCO2 | 18%
O=C(Nc1ccccc1Br)c1ccccc1C(F)(F)F | 4%
COc1ccc2[nH]cc(CCC(=O)O)c2c1 | 4%
CC(C)c1ccc(/C=C2/C(=O)NN(c3ccccc3)C2=O)cc1 | 4%
CCCCOc1ccc2c(=O)c(Oc3ccccc3Br)coc2c1 | 16%
CCOC(=O)c1coc(CNC(=O)c2c(C)oc3c2CCCC3)c1 | 12%
Cc1cc(C)cc(N(CC(=O)NCc2ccncc2)S(=O)(=O)c2ccccc2)c1 | 5%
CCOC(=O)C(=CNc1ccccc1C(=O)O)C(=O)OCC | 0%
O=C(N/N=C/c1ccc(OC(=O)c2cccs2)cc1)c1ccncc1 | 14%
NC(=O)COc1ccc(/C=N/NS(=O)(=O)c2ccccc2)cc1 | 0%
Cc1ccc(NC(=O)Nc2nnc(COc3ccc([N+](=O)[O-])cc3)s2)cc1 | 11%
Cc1ccc(S(=O)(=O)Nc2cc(C)c(O)c(Sc3ncn[nH]3)c2)cc1 | 0%
CC1=C(C(=O)OCCOC(C)C)C(c2ccc(N(C)C)cc2)C2=C(CCCC2=O)N1 (stereo not given) | 0%
COc1cc(CC(=O)N2CCOCC2)c(Cc2cc(OC)c(OC)cc2CC(=O)N2CCOCC2)cc1OC | 8%
O=C(Nc1nc(-c2ccc(Br)cc2)cs1)c1cc([N+](=O)[O-])ccc1Cl | 17%
COc1cc(C=C2C(=O)OC(C)(C(C)(C)C)OC2=O)ccc1OCc1ccc([N+](=O)[O-])cc1 (stereo not given) | 23%
COc1ccc(/C=N/NC(=O)c2n[nH]c3c2CCC3)cc1O | 13%
CCCC1CCc2c(sc(NC(=O)c3cc(OC)cc(OC)c3)c2C(N)=O)C1 (stereo not given) | 8%

5 structures from above, ordered by count of non-hydrogen atoms, lowest first:
canonical_smiles | RNase H inhibition
CC(=O)c1sc(N)c(C(=O)OC(C)C)c1C | 0%
COc1ccc(S(=O)(=O)N2CCN(C(=O)c3cccnc3)CC2)cc1 | 0%
N#C/C(=C\c1cc2c(cc1[N+](=O)[O-])OCO2)C(=O)Nc1ccc(Cl)cc1 | 10%
Cc1ccc(NC(=O)Nc2nnc(COc3ccc([N+](=O)[O-])cc3)s2)cc1 | 11%
CCCC1CCc2c(sc(NC(=O)c3cc(OC)cc(OC)c3)c2C(N)=O)C1 (stereo not given) | 8%

(continued)
canonical_smiles | RNase H inhibition
COc1ccc(Br)cc1/C=C1/C(=O)NC(=O)N(c2ccccc2F)C1=O | 12%
O=C(Nc1cccc(Cl)c1)C(=O)NC1CCCCC1 | 5%
CCOC(=O)Cn1c(C)cc(COC)c(C#N)c1=O | 0%
O=C(/C=C/c1ccccn1)c1ccc(NC(=O)c2ccco2)cc1 | 4%
CCOc1ccccc1NC(=O)c1cccc(C)c1 | 22%
Cc1ccc(Cl)cc1NC(=O)c1cccnc1 | 4%
COc1cc(NC(=O)COc2ccccc2C)ccc1NC(=O)c1ccco1 | 41%
C/C(=N\N=C1\NC(=O)C(CC(=O)Nc2ccccc2C)S1)c1ccco1 (stereo not given) | 3%
COc1ccc(OC)c(NC(=S)NC(NC(=O)c2ccccc2Br)C(Cl)(Cl)Cl)c1 (stereo not given) | 10%
Cc1ccc(N2C(=O)NC(=O)/C(=C/c3cccc(F)c3)C2=O)cc1 | 6%
O=C(/C=C/c1ccccc1Cl)Nc1ccc2c(c1)OCO2 | 1%
CC(=O)Nc1ccc(NC(=O)c2cccc([N+](=O)[O-])c2C)cc1 | 12%
COc1cc(C=Nc2cc(C)cc(C)c2)ccc1O | 14%
CCOC(=O)C1=C(C)N=c2s/c(=C\c3ccc(N(CC)CC)cc3OC)c(=O)n2C1c1ccc(SC)cc1 (stereo not given) | 8%
O=C(NC(=S)Nc1ccc2oc(-c3ccc(F)cc3)nc2c1)c1ccco1 | 24%
Cc1oc2cc(Br)c(OCC(=O)C(C)(C)C)cc2c1C(=O)OC(C)C | 0%
COc1ccc(-c2cc(C(=O)NCCc3ccccc3)c3ccccc3n2)cc1OC | 13%
C=CCc1cccc(/C=N/Nc2nc(-c3cc4cc(OC)ccc4oc3=O)cs2)c1O | 35%
O=C(COc1ccc2ccccc2c1)N/N=C/c1ccccc1 | 4%
Fc1ccc(Br)cc1C=Nn1c(-c2ccc(Cl)cc2Cl)n[nH]c1=S | 33%
Cc1ccc(N2C(=O)c3ccc4c5c(ccc(c35)C2=O)CC4)c(C)c1 | 7%
CCOC(=O)c1ccc(NC(=O)COc2ccc(Br)cc2Cl)cc1 | 21%
COCC(O)CN1CCN(c2ccc([N+](=O)[O-])cc2Cl)CC1 (stereo not given) | 1%&0%
Cc1cc(-c2ccc(NC(=O)c3ccc(C(C)(C)C)cc3)c(C)c2)ccc1NC(=O)c1ccc(C(C)(C)C)cc1 | 12%
CC1C(C(=O)N(C=O)c2ccccc2F)C2C=CC1C21CC1 (stereo not given) | 9%
Oc1ccccc1/C=N/Nc1nc(Nc2ccc(F)cc2)nc(N2CCOCC2)n1 | 8%
CCC(C)OC(=O)C1=C(C)NC2=C(C(=O)CC(c3ccc(Cl)cc3)C2)C1c1ccc(OC)c(Br)c1 (stereo not given) | 11%
COc1ccc(C2(CNS(=O)(=O)c3ccccc3)CCCC2)cc1OC | 0%
COc1ccc(C2CC(=O)C3=C(C2)Nc2ccccc2NC3c2cccc(Br)c2)cc1OC (stereo not given) | 12%
COc1cc(CN2CCN(S(=O)(=O)c3ccc(C)cc3)CC2)cc(OC)c1OC | 1%
Cc1cc(C)cc(OCCOc2ccc(/C=C3\SC(=S)NC3=O)cc2)c1 | 20%
CCCCCC1CCC(c2ccc(C(=O)Nc3ccc(Cl)c4c3C(=O)c3ccccc3C4=O)cc2)CC1 (stereo not given) | 13%
CCOC(=O)C1=C(C)N=c2s/c(=C/c3ccc(-c4ccccc4[N+](=O)[O-])o3)c(=O)n2C1c1cccs1 (stereo not given) | 13%
Cc1ccc(N2C(=O)c3ccc(Oc4cccc(N)c4)cc3C2=O)cc1 | 29%
COc1ccc(C(=O)/C=C\Nc2ccc3c(c2)OCO3)cc1OC | 8%
CC1=NCCN1S(=O)(=O)c1ccc(Cl)cc1 | 12%
N#C/C(=C\c1ccc(-c2ccccc2Cl)o1)C(=O)Nc1ccccc1Br | 27%
CCc1ccccc1NC(=O)c1c(-c2ccccc2Cl)noc1C | 6%
O=C(CSc1nc2c(c(=O)n1C1CCCCC1)C1(CCCCC1)Cc1ccccc1-2)c1ccc(Cl)cc1 | 2%
COc1ccc(C(C[N+](=O)[O-])C2(c3ccc(OC)c(OC)c3)C(=O)c3ccccc3C2=O)cc1 (stereo not given) | 1%
Cc1ccc2nsnc2c1NC(=O)c1cccc(Br)c1 | 7%
NC(=O)C1CCCN(Cc2ccccc2F)C1 (stereo not given) | 1%
COc1ccc(N(CC(=O)Nc2cc(Cl)ccc2OC)S(C)(=O)=O)cc1Cl | 13%
O=C(CN(Cc1ccccc1)S(=O)(=O)c1ccccc1)N/N=C/c1ccccc1F | 18%
Cc1cc(Cl)ccc1OC(=O)c1cc([N+](=O)[O-])ccc1Cl | 12%
O=C(N/N=C/c1cccc(O)c1)C(=O)N1CCCCCC1 | 3%
Cc1cc(C)c(C(=O)c2ccc(C(=O)N3CCOCC3)cc2)c(C)c1 | 4%
C=CCn1c(SCc2ccccc2)nc2sc3c(c2c1=O)CCCC3 | 13%
COc1ccc(/C=C/C(=O)OCC(=O)c2ccc(Br)cc2)cc1OC | 13%
Cc1cccnc1NC(=S)NC(=O)c1ccc([N+](=O)[O-])cc1 | 6%
CCOc1cc(/C=C2\SC(=S)N(NC(=O)c3ccccc3Cl)C2=O)ccc1O | 22%
COc1ccc2ccccc2c1/C=N/NC(=O)c1cc(C)[nH]n1 | 4%
O=C(O)/C=C/C(=O)Nc1ccc(-c2ccc([N+](=O)[O-])cc2)cc1 | 0%
O=C(CSc1nnnn1-c1ccccc1)c1ccc([N+](=O)[O-])cc1 | 4%
CCOC(=O)c1c(NC(=O)CCN2C(=O)c3cccc([N+](=O)[O-])c3C2=O)sc2c1CCC2 | 12%
Clc1ccccc1CN1CCN(N=Cc2cccc(Br)c2)CC1 | 9%
O=C(COc1ccccc1Cl)Nc1cccc(-c2cc3ccccc3oc2=O)c1 | 7%
COC(=O)Cn1cc(/C=C2\C(=O)NC(=S)N(c3ccc(Cl)cc3)C2=O)c2ccccc21 | 3%
CCSc1nc(SCC)c2c3c(sc2n1)CN(C)CC3 | 14%
Cc1ccc(-c2nc3cc(Cl)cc(Cl)c3o2)cc1NC(=O)c1ccc(Br)o1 | 18%

Continuation:
canonical_smiles | RNase H inhibition
CC(NC(=O)CSC(=O)c1ccccc1)c1ccccc1 (stereo not given) | 12%
O=C(N/N=C\c1cc(Br)c(O)c(Br)c1)c1ccc([N+](=O)[O-])cc1 | 4%
COC(=O)c1ccccc1NC(=O)C1CCC(C)(C(=O)O)C1(C)C (stereo not given) | 9%
CC1=C(C#N)C(c2ccc(N(C)C)cc2)C2=C(CCCC2=O)N1 (stereo not given) | 8%
O=c1c2ccc(Br)c3cccc(c32)c2nc3ccc4c5c(ccc(c35)n12)CC4 | 7%
C=CCn1c2ccccc2c2nnc(SCC)nc21 | 6%
C/C(Nc1ccc(C)cc1)=C(\C#N)C(=O)NC1CCCCC1 | 16%
COc1nccnc1NS(=O)(=O)c1ccc(NC(=O)c2cccc([N+](=O)[O-])c2)cc1 | 12%
CCCOc1cccc(-c2nnc(NC(=O)Nc3ccc(Cl)cc3Cl)s2)c1 | 36%
C=C(C)CSc1nnc2n(-c3ccc(C)cc3)c(=O)c3c4c(sc3n12)COC(C)(C)C4 | 22%
Cc1cc2nc(-c3ccc(NC(=O)c4sc5ccccc5c4Cl)cc3)oc2cc1C | 9%
CCc1ccccc1NC(=O)/C(C#N)=C\c1ccc(Sc2ccccc2)o1 | 12%
CC/C(=N\NS(=O)(=O)c1ccc(C)cc1)c1ccc(OC)cc1 | 12%
CC(=O)c1cccc(NC(=O)Cn2nc(C(F)(F)F)c(Cl)c2C)c1 | 2%
COc1ccc(C=C2C(=O)N(C)C(=O)N(C)C2=O)cc1O | 5%
COc1ccc(CN2CCSCC2)cc1OCc1ccccc1 | 5%
O=C(COc1ccc(Cl)cc1)NNC(=O)c1ccc([N+](=O)[O-])cc1Cl | 6%
CC(=O)Nc1ccc(OCC=C(Cl)Cl)cc1 | 0%
Cc1nn(-c2ccc(C(F)(F)F)cn2)c(C)c1Oc1ccccc1O | 8%
COc1ccc(NC(=O)c2c(C)c(-c3ccc(Cl)cc3Cl)nc3ccccc23)c([N+](=O)[O-])c1 | 8%
Cc1cccc(-c2cc3nc(C)c(C)c(=O)n3[nH]2)c1 | 6%
Cc1ccccc1NS(=O)(=O)c1ccc(-c2ccc(S(=O)(=O)Nc3ccccc3C)cc2)cc1 | 18%
CCC(=O)NC(=S)Nc1cc(Cl)c(Cl)cc1Cl | 38%
CCN(CC)c1ccc(NC(=O)c2ccc(C)c([N+](=O)[O-])c2)cc1 | 18%
CC(=O)N1CCN(c2ccc(C(=O)c3ccccc3)cc2F)CC1 | 6%
N#C/C(=C/c1ccc(N2CCOCC2)o1)C(=O)NCc1ccccc1 | 7%
ON1C(c2ccccc2)CC2(O)c3nonc3CCC12 (stereo not given) | 1%
FC(F)(F)c1cccc(-c2ccc(/C=N/n3c(-c4ccccc4)n[nH]c3=S)o2)c1 | 15%
CCOc1c(/C=C(\C#N)C(N)=O)c2ccccc2n1CC | 0%
Fc1ccc(Nc2nc(N/N=C/c3ccc(Cl)cc3)nc(N3CCCCC3)n2)cc1 | 24%

Grouped by structure: the entries above with a CF3 group
canonical_smiles | RNase H inhibition
O=C(Nc1ccccc1Br)c1ccccc1C(F)(F)F | 4%
CC(=O)c1cccc(NC(=O)Cn2nc(C(F)(F)F)c(Cl)c2C)c1 | 2%
Cc1nn(-c2ccc(C(F)(F)F)cn2)c(C)c1Oc1ccccc1O | 8%
FC(F)(F)c1cccc(-c2ccc(/C=N/n3c(-c4ccccc4)n[nH]c3=S)o2)c1 | 15%

The results go on:
canonical_smiles | RNase H inhibition
COc1cc([N+](=O)[O-])ccc1NC(=O)c1ccc(-c2cc(Cl)ccc2Cl)o1 | 60%*
CCOc1cc(/C=C2/SC(=S)N(C)C2=O)cc(Cl)c1OCCOc1cccc(OC)c1 | 23%
CC1=C(C(=O)OCCOc2ccccc2)C(c2cccc([N+](=O)[O-])c2)C2=C(CCCC2=O)N1 (stereo not given) | 13%
C/C(=N\NC(=O)CN(c1ccc(C)cc1)S(=O)(=O)c1ccccc1)c1ccc(C)cc1 | 2%
